# NALP1 inh = inhibitors of NALP1 inflammasome in yeast | AID 2071 | 280,000 tested, 0.61% active | S. cerevisiae NALP1/ASC/caspase-1 growth, X-gal OD620, 72 h | inhibition, % at 10 µM; in the data active means inhibition mostly above about 24%, no sharp cut-off; inactive means mostly below about 32%; further: some compounds called inactive have numbers as strong as hits
# MEKK2wt PB1 HTS = raises or lowers MEK5 binding to wildtype human MEKK2 PB1 domain. AID 1531. Q9Y2U5. bead flow cytometry, Alexa488-MEK5 binding to MEKK2 WT; actives lie on both sides. 290,000 tested, 1.1% active. binding response (% of control), % at 10 µM; in the data active means binding response below about 67% or above about 130%
# UBC9 SUMO inh = blocks human SUMOylation mediated by UBC9; P63279; HTRF SUMOylation assay, SAE1/SAE2 + UBC9, in vitro; inhibition, % at 35 µM; 290,000 tested, 0.36% active; in the data active means inhibition above about 50%, passing the limit was not always enough; further: strong numbers were not always called active
# Target sequence (P63279 whole entry, looked up): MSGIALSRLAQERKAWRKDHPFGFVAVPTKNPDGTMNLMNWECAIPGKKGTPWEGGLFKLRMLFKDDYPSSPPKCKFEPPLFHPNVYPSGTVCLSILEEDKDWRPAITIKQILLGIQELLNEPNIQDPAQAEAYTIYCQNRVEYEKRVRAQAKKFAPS
# IMP-1 inhibitor = inhibitors of Pseudomonas aeruginosa IMP-1 metallo-beta-lactamase; inhibition, % at 5.6 µM; AID 1556; purified IMP-1, nitrocefin hydrolysis, epi-absorbance fluorescence; 290,000 tested, 0.45% active;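 active means inhibition above the mean plus 3 SD of all compounds in the same screening run, cut at about 4.5% in these data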;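 further: 0% = IMP-1 with DMSO and 100% = DMSO wells lacking enzyme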
#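 system = purified recombinant IMP-1 beta-lactamase | amount = 0.2 nM IMP-1, as dispensed | medium = HEPES buffer pH 7.1 with ZnSO4 and Brij 35 | times = 25 °C, 15 min preincubation, 25 min reaction | detection = plate fluorescence quenching by hydrolysis product, ex 480/em 530 nm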
# MEKK2mut PB1 HTS = signal of MEK5 binding to mutant human MEKK2 PB1 domain; bead flow cytometry, Alexa488-MEK5 binding to MEKK2 mutant; percent response, % at 10 µM; 290,000 tested, 0.35% active; AID 1530; in the data active means percent response above about 24%, passing the limit was not always enough; further: inactives centre near 1; some results filed as inactive read as strong as hits
# VIM-2 inhibitor = inhibitors of Pseudomonas aeruginosa VIM-2 metallo-beta-lactamase. purified VIM-2, nitrocefin hydrolysis, epi-absorbance fluorescence. inhibition, % at 5.6 µM. 290,000 tested, 0.89% active;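 active means inhibition above the mean of all tested compounds plus 3 SD, cutoff set per screening run, cut at about 7.5% in these data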;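 further: red hydrolysis product quenches plate fluorescence so inhibitors raise well fluorescence; 0% = enzyme with DMSO and 100% = DMSO without enzyme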
# NS3 helicase inh = blocks Hepatitis C virus NS3 helicase unwinding | inhibition, % at 10.9 µM | 290,000 tested, 0.56% active | NS3 helicase DNA unwinding, Cy5 molecular beacon fluorescence;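 active means inhibition above the mean of all tested compounds plus 3 SD, set per campaign, cut at about 35% in these data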;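 further: 0% = DMSO wells and 100% = thioflavine S control wells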
#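 System: HCV NS3 helicase fragment; control set: DMSO and thioflavine S; technique: Cy5 fluorescence at 0 and 60 min, beacon hairpin quenching; reagent: beacon DNA duplex substrate plus ATP; replicates: singlicate; schedule: 1 h reaction at 25 °C, ATP-initiated; medium: MOPS buffer pH 6.5 with MgCl2, DTT, Tween20, BSA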
# FID counter = displaces DNA intercalator in HCV helicase counter-screen. DNA fluorescent intercalator displacement, fluorescence. inhibition, % at 7.9 µM. 290,000 tested, 0.17% active; in the data active means inhibition above about 37%;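 further: 0% = vehicle and 100% = reference compound; higher means more ethidium bromide displaced from hairpin DNA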
# M18AAP inhibitor = PfM18AAP enzyme inhibition; inhibition, % at 7.35 µM; 290,000 tested, 1.2% active; recombinant PfM18AAP, H-Glu-NHMec fluorogenic cleavage;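 active means inhibition above the campaign mean inhibition over all tested compounds plus 3 SD, cut at about 28% in these data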;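 further: 0% = plate median of test compound wells and 100% = 2 mM ZnCl2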
# Numbers without * were called inactive; . = no result given.
SMILES,NALP1 inh,MEKK2wt PB1 HTS,UBC9 SUMO inh,IMP-1 inhibitor,MEKK2mut PB1 HTS,VIM-2 inhibitor,NS3 helicase inh,FID counter,M18AAP inhibitor
CCOP(=O)(OCC)/C(C#N)=C/c1cc(OC)ccc1OC,3,106,19,-0.7,5,-1.9,11,-17,12
O=C(CSc1ccccc1)Nc1ccc2c(c1)C(=O)NC2=O,10,107,8,-3.7,2,-1.7,-5,-1,0
CC(C)C(=O)NC(=S)Nc1ccc(S(=O)(=O)Nc2nccs2)cc1,4,101,0,-1.9,-4,-3.2,4,-7,6
O=C(CN1CCN(c2ccccn2)CC1)Nc1cccc(Br)c1,31,120,16,2.0,0,1.4,-37,-9,2
CC(C)[C@H](NC(=O)c1ccccc1F)C(=O)Nc1ccc(F)c(F)c1,34,97,9,-1.5,-8,-3.6,0,-6,-1
COc1ccc(CCN(C)C/C=C/c2ccccc2[N+](=O)[O-])cc1OC,12,108,7,0.7,3,-0.6,4,11,3
CCN(CC)c1ccc(C(=O)O)cc1,-8,109,1,-6.4,5,-3.7,3,9,10
N#Cc1ccccc1OCCOCCNC1CCCC1,27,96,-3,-2.1,0,-2.1,2,3,-7
CCOc1ccc(C(=O)NCC(=O)N2CCC(C)CC2)cc1OCC,4,89,7,1.5,-7,-1.2,5,-12,-1
COC(=O)c1[nH]c2ccc(F)cc2c1NC(=O)CCN1CC(C)OC(C)C1 (centres undefined),8,98,9,-1.9,1,-1.6,3,-3,0
COC(=O)c1ccccc1NC(=O)CN1CCCCCC1,25,99,13,-1.6,0,0.0,-2,-1,-11
O=C(Nc1ccc(Cl)c(Cl)c1)Nc1ccccc1NS(=O)(=O)c1cccs1,31,90,-13,-1.8,-2,-1.9,16,-3,-5
CC(Oc1cccc(F)c1)c1ccnc2nc(/N=C/N(C)C)nn12 (centres undefined),21,99,15,-3.3,-5,-2.2,6,-5,5
COc1ccc(/C=C/C(=O)Nc2ccc(S(=O)(=O)Nc3cc(C)nc(C)n3)cc2)cc1OC,7,101,20,-5.1,6,-2.4,9,-24,-5
CC1=NN(c2nc(-c3ccc(C)cc3)cs2)C(=O)C1N=Nc1ccc2ccccc2c1 (centres undefined),21,91,8,-2.5,1,-2.9,4,-2,1
COc1ccccc1CNC(=O)C1CCC(CNc2c(N3CCOCC3)c(=O)c2=O)CC1 (centres undefined),18,109,3,-1.4,9,0.6,-4,-14,-6
COC(=O)CC1SC(=O)NC1=Nc1ccc(OC)cc1 (centres undefined),14,107,14,-5.2,20,-5.8,9,-4,12
O=C1CS/C(=N/N=C\c2ccn[nH]2)N1,.,89,18,0.9,-5,0.6,9,2,20
COc1ccccc1-c1nc(C#N)c(N2CCC(Cc3ccccc3)CC2)o1,33,102,-3,-4.3,1,-3.5,-11,-21,-3
COC(=O)CNC(=O)c1c(C)cc(=O)oc1C,.,101,-6,-4.2,1,-0.7,3,-1,-4
CCOc1ccccc1CN1CCC(N2CCOCC2)CC1,16,93,-9,-0.1,-3,0.8,2,3,8
COc1cccc(OC)c1CC1SC(=O)NC1=O (centres undefined),15,102,10,-2.2,-2,0.2,-20,-3,-7
O=C(CCc1nc(-c2ccccc2)no1)Nc1cccnc1,18,103,10,-2.1,1,-2.8,12,-6,2
Cc1ccc(S(=O)(=O)Nc2ccccc2C(=O)NCc2cccnc2)cc1,6,97,1,-3.5,-1,-4.9,7,-11,-7
NC(=O)c1nsc(C(=O)N(Cc2ccc(F)cc2)C(C(=O)NC2CCCC2)c2ccco2)c1N (centres undefined),-1,103,0,-1.4,9,-1.5,21,-45,20

# Part of the list above in order of number of heavy atoms, lowest first.
SMILES,NALP1 inh,MEKK2wt PB1 HTS,UBC9 SUMO inh,IMP-1 inhibitor,MEKK2mut PB1 HTS,VIM-2 inhibitor,NS3 helicase inh,FID counter,M18AAP inhibitor
COC(=O)CNC(=O)c1c(C)cc(=O)oc1C,.,101,-6,-4.2,1,-0.7,3,-1,-4
COC(=O)CC1SC(=O)NC1=Nc1ccc(OC)cc1 (centres undefined),14,107,14,-5.2,20,-5.8,9,-4,12
O=C(Nc1ccc(Cl)c(Cl)c1)Nc1ccccc1NS(=O)(=O)c1cccs1,31,90,-13,-1.8,-2,-1.9,16,-3,-5
CC1=NN(c2nc(-c3ccc(C)cc3)cs2)C(=O)C1N=Nc1ccc2ccccc2c1 (centres undefined),21,91,8,-2.5,1,-2.9,4,-2,1
COc1ccc(/C=C/C(=O)Nc2ccc(S(=O)(=O)Nc3cc(C)nc(C)n3)cc2)cc1OC,7,101,20,-5.1,6,-2.4,9,-24,-5

# Two entries from above, as tab-separated lines:
mol	NALP1 inh	MEKK2wt PB1 HTS	UBC9 SUMO inh	IMP-1 inhibitor	MEKK2mut PB1 HTS	VIM-2 inhibitor	NS3 helicase inh	FID counter	M18AAP inhibitor
N#Cc1ccccc1OCCOCCNC1CCCC1	27	96	-3	-2.1	0	-2.1	2	3	-7
COc1ccccc1-c1nc(C#N)c(N2CCC(Cc3ccccc3)CC2)o1	33	102	-3	-4.3	1	-3.5	-11	-21	-3

# Later entries:
SMILES,NALP1 inh,MEKK2wt PB1 HTS,UBC9 SUMO inh,IMP-1 inhibitor,MEKK2mut PB1 HTS,VIM-2 inhibitor,NS3 helicase inh,FID counter,M18AAP inhibitor
COc1ccc2c(c1)C(SCC(=O)NCc1ccccc1)CC(C)(C)O2 (centres undefined),28,98,-23,-1.2,-4,-2.4,-3,-33,3
O=C(CC1Sc2ccccc2NC1=O)c1ccc(Br)cc1 (centres undefined),28,102,2,-2.5,0,-0.8,-5,-5,-10
CCCNS(=O)(=O)c1ccc(NC(=O)c2ccccn2)cc1,.,121,14,-3.3,2,-0.9,1,-5,4
CCOC(=O)c1ccc(NC(=O)Cn2c(-c3nonc3N)nc3ccccc32)cc1,9,93,30,-5.5,-2,-8.7,9,-3,-4
CCOC(=O)CCc1nn(C)c(=O)c2ccccc12,28,97,-1,-2.6,-1,-1.2,3,-20,7
COc1ccc(NC(=S)N2CCN(S(=O)(=O)c3ccc(F)cc3)CC2)cc1,5,103,2,-1.6,-2,-1.0,-5,-17,1
O=C1c2ccccc2C(Nc2cccnc2)N1Cc1ccccc1 (centres undefined),19,106,-8,-4.3,8,-3.4,4,-10,5
CCCC(C)NC(=O)CSCc1ccc(OC)cc1 (centres undefined),8,100,-13,-2.6,2,-3.7,9,-11,3
Cc1ccccc1NC(=O)NCCCN1CCN(C2CCCCC2)CC1,10,115,-4,-5.0,7,-2.1,11,5,2
CCn1c(SCC(=O)Nc2sc(C)c(C)c2C#N)nnc1C(C)C,9,105,0,-3.1,11,-1.6,0,-27,6
CCO[C@H]1OC(C(=O)N2CCN(Cc3ccccc3)CC2)=C[C@@H](c2coc3ccccc3c2=O)[C@@H]1CCCO,1,95,13,-2.3,-10,-0.7,-16,-35,2
COc1ccc(C2=NN(C(=O)CSc3nc4ccccc4s3)C(c3ccc(OC)cc3)C2)cc1 (centres undefined),14,99,-6,-2.3,0,-3.8,-3,-2,-7
Cc1ccc(C(=O)c2ccccc2C(=O)O)c(O)c1,6,95,-13,2.0,-1,4.3,-2,-2,7
CCN(Cc1ccccc1)C(=O)CCc1nc(CN2CCN(C(=O)c3ccc([N+](=O)[O-])cc3)CC2)no1,13,97,10,-1.7,1,-1.9,-2,-39,-1
Cc1cc(C)c(N)c(C(=O)O)c1,30,105,27,-1.7,3,1.7,-6,0,-3
Cc1cc(C)c(C#N)c(SCC(=O)OC2CCCCC2)n1,-9,99,11,-3.2,1,-3.0,-5,-17,5
COc1cc(OC)c(OC)cc1/C=N/n1c(COc2ccccc2)n[nH]c1=S,-9,95,23,-3.9,14,-3.8,21,-36,33*
COc1cc(C2C(C(=O)c3cccs3)=C(O)C(=O)N2Cc2ccco2)cc(OC)c1OC (centres undefined),16,.,37,-3.7,.,0.5,3,-15,-1
CCOc1ccccc1NC(=O)CCN1CCN(S(=O)(=O)c2ccc(Br)cc2)CC1,.,97,-1,-1.5,3,0.2,6,0,-1
O=C(O)c1nn(Cc2nc3ccccc3o2)c(=O)c2ccccc12,8,104,-9,-2.6,0,0.6,-6,-23,-2
CSc1nc(-c2ccccc2)nc(NC(C)=O)c1C(C)=O,-4,94,1,-2.2,2,-0.7,0,-14,5
COc1cccc(NC(=O)C2CCCN(S(=O)(=O)c3cccc4nsnc34)C2)c1 (centres undefined),27,111,10,-0.8,4,-0.4,-14,-10,0
COc1ccc(CC(=O)NCC2(c3ccc(OC)c(OC)c3)CCCC2)cc1,-11,102,4,-0.3,-1,-0.9,-1,-33,0
COc1ccccc1NS(=O)(=O)c1cc(C)ccc1C,22,104,4,-4.1,2,-5.3,-1,-10,-5
COC(=O)[C@@]1(Cc2ccc(F)cc2)[C@H]2c3cc(C(=O)N4CCCC4)n(CCc4ccccn4)c3C[C@H]2CN1C(=O)c1ccccc1,-4,93,-13,-3.4,3,-3.8,-16,-50,-3

# (cont.)
SMILES,NALP1 inh,MEKK2wt PB1 HTS,UBC9 SUMO inh,IMP-1 inhibitor,MEKK2mut PB1 HTS,VIM-2 inhibitor,NS3 helicase inh,FID counter,M18AAP inhibitor
COc1ccc(/C=N/NC(=O)c2ccn[nH]2)cc1COc1ccc([N+](=O)[O-])c(C)c1,32,94,4,-1.0,0,-1.3,2,-5,-7
COc1ccc(NC(=O)c2ccco2)cc1NC(=O)c1ccccc1[N+](=O)[O-],22,101,-4,-2.9,4,-3.2,-2,-2,1
CCCCCn1c(N2CCC(C(N)=O)CC2)nc2c1c(=O)[nH]c(=O)n2C,-24,105,1,-1.8,2,-1.7,6,-11,-3
COc1ccc(-n2nnnc2/C=C/Nc2cc(C(F)(F)F)ccc2OC)cc1,4,97,-3,-0.5,-4,-2.0,-8,-6,3
COc1cc(C(=O)NC2CC3CCCC(C2)N3Cc2ccccc2)cc(OC)c1OC (centres undefined),6,113,18,-1.6,9,-1.4,-3,8,-11
CCOC(=O)/C(C(C)=O)=C1/OC(=O)c2ccccc21,-2,94,15,-1.2,-5,-6.0,0,1,1
Clc1cccc(Cl)c1CSc1nnc([C@@H]2CCCN2)o1,6,99,19,5.0*,8,1.3,4,-4,-1
C1=C(c2ccccc2)Nc2nnnn2C1,7,100,15,-1.7,1,-0.3,-1,2,2
CC(=O)c1ccc2c(c1)c1ccccc1n2CC(C)C,30,104,22,-2.8,3,-2.5,10,-8,11
O=C(CN1CCOCC1)Nc1nc(-c2ccc(Cl)cc2)cs1,17,109,-4,-4.1,10,-3.3,-9,-21,-1
Fc1ccc(CNn2cnnc2SCc2ccc(F)cc2)cc1,-8,98,2,-0.3,1,-1.0,-2,-15,-13
N/C(=N\OC(=O)c1ccccc1[N+](=O)[O-])c1ccccn1,-10,96,3,0.0,-4,-0.5,-12,-3,6
C=CCN(c1ccc(C(N)=O)cc1)S(C)(=O)=O,9,105,2,-3.2,2,-3.6,-2,0,0
O=C(Cc1cccc2ccccc12)Nc1ccc2c(c1)C(=O)NC2=O,1,101,11,-2.8,5,-2.2,-14,1,-5
Cc1ccc2nc(-c3ccncc3)cc(C(=O)NCc3ccccc3F)c2c1,6,103,1,-2.8,4,-1.3,-8,-31,-1
Cn1c(Cn2c(=O)sc3ccccc32)nnc1SCC(N)=O,10,99,-4,-2.9,0,-0.2,6,2,-3
C=CCN=C(NC#N)SCc1ccccc1Cl,9,119,16,-0.8,17,-3.8,5,-1,3
COc1nnc(-c2ccc(C)c(S(=O)(=O)NC(C)C)c2)c2ccccc12,6,103,4,-4.2,6,0.3,1,-33,8

# High-throughput results: PubChem BioAssay, several laboratories
